# USP17 inh = blocks human USP17 ubiquitin-rhodamine cleavage; A8MUK1; inhibition, % at 50 µM; purified USP17, Ub-rhodamine cleavage fluorescence, 3 h; hit rate 6.5% among 47,000
# USP8 block = inhibitors of human USP8 deubiquitinase | P40818 | purified USP8, Ub-rhodamine cleavage fluorescence, 30 min | inhibition, % at 20 µM | hit rate 4.2% among 47,000 | AID 1645853
# UCHL1 inh = blocks human UCHL1 ubiquitin-rhodamine cleavage; purified UCHL1, Ub-rhodamine cleavage fluorescence; inhibition, % at 20 µM; hit rate 0.2% among 47,000; AID 1645859
# Target sequence (P09936 whole entry, looked up): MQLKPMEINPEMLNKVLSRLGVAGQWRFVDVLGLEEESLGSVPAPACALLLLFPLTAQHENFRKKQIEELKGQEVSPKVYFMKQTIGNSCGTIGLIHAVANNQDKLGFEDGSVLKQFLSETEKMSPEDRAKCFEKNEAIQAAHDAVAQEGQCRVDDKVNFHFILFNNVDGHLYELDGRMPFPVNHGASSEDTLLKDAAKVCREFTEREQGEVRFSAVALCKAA
# USP7 inh = human USP7 deubiquitinase inhibition | Q93009 | purified USP7, Ub-rhodamine cleavage fluorescence | inhibition, % at 20 µM | hit rate 0.3% among 47,000 | AID 1645854
# USP30 inh = human USP30 deubiquitinase inhibition | Q70CQ3 | purified USP30, Ub-rhodamine cleavage fluorescence | inhibition, % at 25 µM | hit rate 5.3% among 47,000 | AID 1645860
# OTUD3 inh = human OTUD3 deubiquitinase inhibition; Q5T2D3; purified OTUD3, Ub-rhodamine fluorescence, 2 h; hit rate 0.7% among 47,000; inhibition, % at 25 µM; AID 1645858
# USP28 block = inhibitors of human USP28 deubiquitinase; Q96RU2; inhibition, % at 25 µM; purified USP28, Ub-rhodamine cleavage fluorescence, 30 min; hit rate 3% among 47,000
# USP10 inh = human USP10 deubiquitinase inhibition; Q14694; AID 1645856; purified USP10, Ub-rhodamine fluorescence, 60 min; hit rate 1.1% among 47,000; inhibition, % at 20 µM
# Target sequence (Q14694 whole entry, looked up): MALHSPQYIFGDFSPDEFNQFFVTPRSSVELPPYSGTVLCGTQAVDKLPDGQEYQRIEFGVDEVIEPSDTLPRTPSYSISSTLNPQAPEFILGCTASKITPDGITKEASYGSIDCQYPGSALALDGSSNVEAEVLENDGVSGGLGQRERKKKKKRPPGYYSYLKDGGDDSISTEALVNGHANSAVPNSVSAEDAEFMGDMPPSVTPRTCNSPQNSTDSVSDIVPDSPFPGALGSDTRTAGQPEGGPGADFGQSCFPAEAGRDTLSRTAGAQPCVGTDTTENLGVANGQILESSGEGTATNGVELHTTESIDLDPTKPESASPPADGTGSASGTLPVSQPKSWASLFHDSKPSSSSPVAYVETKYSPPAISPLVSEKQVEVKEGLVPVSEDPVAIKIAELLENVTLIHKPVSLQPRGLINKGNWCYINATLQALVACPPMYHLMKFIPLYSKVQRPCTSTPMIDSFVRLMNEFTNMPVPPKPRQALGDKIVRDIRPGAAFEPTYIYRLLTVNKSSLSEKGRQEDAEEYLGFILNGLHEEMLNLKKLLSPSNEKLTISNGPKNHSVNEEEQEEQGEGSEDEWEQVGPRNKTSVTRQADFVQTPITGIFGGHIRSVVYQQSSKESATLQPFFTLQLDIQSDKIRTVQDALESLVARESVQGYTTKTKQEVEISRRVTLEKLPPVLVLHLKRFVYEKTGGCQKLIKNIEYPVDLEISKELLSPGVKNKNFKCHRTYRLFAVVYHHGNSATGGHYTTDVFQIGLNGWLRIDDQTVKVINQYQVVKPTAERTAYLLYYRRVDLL
# * marks the source's active call; other numbers are inactive results; i = inactive; . = not tested or not shown. No stated cut-off is given here; in the data, active means inhibition above about 30%; inactive means the rest.
entry	USP17 inh	USP8 block	UCHL1 inh	USP7 inh	USP30 inh	OTUD3 inh	USP28 block	USP10 inh	canonical_smiles
1	2.9	4.6	2.1	-2.8	15.3	10.8	8.7	0.2	O=C(NCCc1ccc2c(c1)OCCO2)C1(c2ccccc2)CC1
2	0.2	-8.1	1.6	-7.7	15.1	5.0	31.7*	0.8	Fc1ccccc1CSc1nnc(-c2ccccn2)n1Cc1ccco1
3	0.6	-42.4	6.9	2.2	-30.6	-2.0	8.1	-1.0	Cc1ccc2oc(-c3cccc(NC(=O)Cn4cnc5c(=O)n(C)c(=O)n(C)c54)c3)nc2c1
4	1.2	-2.3	8.5	11.7	2.3	0.7	5.9	20.0	Cc1cc(C)cc(NC(=O)CC2(CC3=NS(=O)(=O)c4ccccc4N3)CCCC2)c1
5	-31.3	-174.9	-3.6	-5.1	-86.3	-9.3	-23.6	-10.0	CCNc1cc(N2CCCC(CCC(=O)N3CCN(CC)CC3)C2)ncn1 (stereo not drawn)
6	34.5*	1.7	-2.6	-2.5	12.7	-4.2	-5.4	1.2	Cc1cc(C(F)(F)F)nc(-n2cc(-c3ccccc3)nn2)n1
7	3.3	-72.2	7.6	5.7	8.8	1.3	-0.8	1.0	Cc1ccc(N2CCCn3c2nc2c3c(=O)n(CC(=O)OCc3ccccc3)c(=O)n2C)cc1
8	-17.3	-28.4	21.2	72.0*	-291.3	-0.1	12.7	24.0	CCOc1ccc(C2/C(=C(\O)c3ccccc3)C(=O)C(=O)N2c2nc3ccc(F)cc3s2)cc1 (stereo not drawn)
9	15.3	3.6	1.9	0.8	16.6	17.1	15.4	1.2	COc1ccc(C(=O)NCCc2cc3c(C)ccc(C)c3[nH]c2=O)c(OC)c1
10	9.5	10.6	-1.0	6.2	7.2	6.2	3.7	0.9	O=C(O)CCC(=O)N1c2ccccc2NC2=C(C(=O)CC(c3ccc(F)cc3)C2)C1c1cccnc1 (stereo not drawn)
11	-2.8	0.0	-0.9	0.2	-5.4	4.9	-0.1	-0.5	COCCNC(=O)Cn1ccc2cc(Cl)ccc21
12	30.9*	9.1	0.7	4.3	38.3*	11.1	15.2	5.3	CCC(C(=O)Nc1ccc(C)cc1C)n1c(C)nc2onc(C)c2c1=O (stereo not drawn)
13	52.6*	78.2*	51.8*	51.7*	13.2	13.6	19.9	32.9*	O=C(c1ccc2occc2c1)N1CCC(S(=O)(=O)c2ccc(-c3ccco3)cc2)CC1
14	-0.6	3.4	4.0	-7.4	-25.2	-10.4	-4.7	8.6	CCC(=O)Nc1nc2cc(NS(=O)(=O)c3ccc(C)cc3)ccc2s1
15	22.0	8.9	1.4	-20.4	24.3	15.3	18.6	3.4	O=C(Cn1cnc2onc(-c3ccccc3F)c2c1=O)NCCCc1ccccc1
16	-4.5	2.8	1.8	-141.0	21.5	0.2	1.0	3.0	CN(C)CCCN(C(=O)c1cccc(Br)c1)c1nc2ccc(F)cc2s1
17	46.9*	34.6*	16.9	-26.3	-0.3	20.5	36.9*	10.4	O=C1CC2C3CCC(=O)c4c(O)ccc(c43)C2(O)c2cccc(O)c21 (stereo not drawn)
18	-2.6	-70.3	4.0	-2.9	9.0	5.3	3.7	0.8	Cc1ccc(C)n1-c1cc([N+](=O)[O-])ccc1N1CCN(C(=O)N(C)C)CC1
19	-4.1	-11.1	-0.1	-1.8	-3.4	-4.5	-7.3	-0.4	COc1cccc(C(=O)N2Cc3ccccc3CN3C(=O)NC(=O)C3C2)c1 (stereo not drawn)
20	-12.7	-56.1	-1.1	-0.1	-1.8	-2.4	-1.0	-1.5	CC(=O)c1ccc(-c2ccc(C(=O)NC3CC(C)(C)NC(C)(C)C3)o2)cc1
21	-1.3	-22.8	-0.6	-4.9	-40.0	-23.7	-16.5	-7.5	C=CC1(C)CCC(C)(C(C)C)c2cc3c4c(c[nH]c4c21)CC(COC)NC(=O)C(C(C)C)N3C (stereo not drawn)
22	-5.4	-4.8	0.0	-2.7	11.2	-3.8	11.7	0.7	COc1cccc(NC(=O)c2nc3c(s2)CCN(C(=O)c2cnc(C)cn2)CC3)c1
23	14.4	7.5	4.4	1.3	16.2	8.9	7.9	-0.2	CC(C)CN1CC2(CCN(C(=O)c3ccc[nH]3)CC2)COc2ccccc2S1(=O)=O
24	-8.2	3.0	0.3	0.2	-3.9	-2.5	0.4	0.2	Cc1ccc(Nc2nccc(C3CCCN(C(=O)C4CC4)C3)n2)cc1 (stereo not drawn)
25	8.9	3.1	0.9	4.1	14.3	7.3	14.0	4.0	CCOc1ccc(CCNC(=O)CCC2=NS(=O)(=O)c3ccccc3N2)cc1

# Other records follow:
entry	USP17 inh	USP8 block	UCHL1 inh	USP7 inh	USP30 inh	OTUD3 inh	USP28 block	USP10 inh	canonical_smiles
26	-10.7	-3.5	-0.8	-10.5	-43.9	-5.6	-8.7	-2.5	Cc1cccc(NC(=O)CN2CCSc3ccccc32)c1
27	20.1	16.5	0.9	1.3	22.2	8.8	-0.6	-0.8	Cc1cccc(N2CC(c3noc(-c4ccccn4)n3)CC2=O)c1 (stereo not drawn)
28	-0.2	-17.1	-4.0	-4.3	-48.9	-10.0	-7.3	-2.7	O=S(=O)(NCCN1CCCC1)c1ccc(Cl)cc1
29	-4.3	-26.9	-5.0	-1.9	-5.4	-6.5	-10.1	-0.2	Cc1cc(C(=O)N2CCC(C)(c3nccs3)CC2)c2c(C)noc2n1
30	11.2	17.4	-0.3	2.6	13.2	-0.1	8.1	-0.1	COc1ncccc1C(=O)N1CCC(c2ccnc3cc(C)nn23)CC1
31	11.5	15.9	3.0	5.1	10.1	-0.1	13.9	6.0	CC(C)(C)C(=O)Nc1ccc(C(=O)Nc2ccc(O)cc2C(=O)O)cc1
32	-1.7	18.5	3.9	4.9	7.0	10.0	12.0	-0.7	COc1ccccc1CN1CC[C@H](c2nnc(-c3ccncc3)o2)C1
33	19.7	19.9	1.6	2.4	29.9	17.9	13.1	2.1	COc1ccc(-c2cc3c(=O)n(CC(=O)NCCCN4CCOCC4)ncn3n2)cc1
34	11.9	0.6	0.0	-5.3	-3.0	10.1	5.8	-5.7	c1cc(N2CCCCCC2)ncc1-c1noc(CN2CCSCC2)n1
35	0.1	4.0	0.1	-8.1	0.2	1.5	1.9	2.0	CC1SCC(=O)N(c2ccc(F)cc2)C1=O (stereo not drawn)
36	6.5	0.6	-1.4	-2.2	3.4	-1.6	-2.6	1.3	Cc1nc(-c2cccc(S(=O)(=O)N3CCC(C(=O)NCC4CCCO4)CC3)c2)no1 (stereo not drawn)
37	1.4	11.8	2.8	-3.0	7.0	9.5	5.9	2.2	CCc1ccc(CNCc2c(C(=O)O)n(CC)c3cc(OC)ccc23)cc1
38	79.5*	90.8*	24.5	.	-16.4	-0.7	20.3	10.0	COCCCN1CCS(=O)(=O)c2c(Cl)c(F)nc(Oc3ccc(C#N)cc3)c21
39	.	-23.1	-6.0	-3.1	-5.2	41.5*	1.0	-7.6	COc1cc2c(cc1OC)-c1cc(NCc3cc(OC)c(OC)c(OC)c3)nc(=O)n1CC2
40	-23.1	-73.1	-3.8	-3.7	-40.5	-11.3	-15.1	-3.9	COCc1ccc(C(=O)N2CCC[C@H]2[C@H](O)c2nc3ccccc3s2)o1
41	-7.2	-0.1	0.8	-2.3	-11.0	-5.9	-4.2	1.3	COc1ccc(NC(=O)N2CCCC(CN3CCc4ccccc4C3)C2)cc1OC (stereo not drawn)
42	-5.2	-16.5	3.8	9.9	23.9	3.5	-0.5	0.3	COc1cccc(S(=O)(=O)N2CCc3nc(-c4ccccn4)nc(N4CCOCC4)c3C2)c1
43	-128.0	3.6	-0.6	2.7	-81.5	-11.3	-2.8	-0.8	O=C(N[C@@H]1C[C@@H](Oc2cccc(F)c2)[C@H](O)[C@H]1N1CCC(O)CC1)c1cccnc1
44	8.8	-1.7	-4.0	0.2	0.3	0.1	0.0	0.0	COC(=O)c1ccccc1N1CCS(=O)(=O)CC1
45	34.3*	-3.0	-0.4	.	16.7	3.9	6.6	0.2	Cc1ccc2[nH]c3c(=O)n(Cc4cccnc4)cnc3c2c1
46	43.9*	3.7	7.7	9.5	0.2	0.1	2.2	3.9	CC(O)/C=C/C1OC(=O)CC1Nc1ccc(CO)cc1 (stereo not drawn)
47	6.9	5.3	-0.3	0.2	20.1	7.9	7.7	0.6	CN1C(=O)[C@@H]2CN(C(=O)Nc3ccncc3)CCN2C(=O)[C@@H]1Cc1ccccc1
48	-8.9	-2.5	-3.5	-16.8	-10.5	-5.3	-3.4	0.0	c1ccc(C2CCN(c3ncnc4c3nc3n4CCCCC3)C2)cc1 (stereo not drawn)
49	-14.9	-53.8	-4.2	-5.7	-17.2	-17.6	-4.3	-0.6	COc1cccc(C(=O)NCc2csc(-c3ccccc3)n2)c1
50	-8.2	-24.6	4.9	5.8	-35.4	-5.2	-25.5	-4.6	COCC(C)n1c(C)cc(C(=O)COC(=O)c2ccccc2Sc2ccc(C(F)(F)F)cc2[N+](=O)[O-])c1C (stereo not drawn)

# The list continues:
entry	USP17 inh	USP8 block	UCHL1 inh	USP7 inh	USP30 inh	OTUD3 inh	USP28 block	USP10 inh	canonical_smiles
51	19.8	14.6	4.9	-0.7	37.8*	13.6	28.4	9.9	O=C(NCCC1=CCCCC1)c1cnn2c3c(cnc12)CCCCCC3
52	10.5	7.8	2.4	-0.6	8.0	12.9	2.8	4.3	c1ccc(-c2nnc3sc(CN4CCc5ccccc54)cn23)cc1
53	-3.0	4.8	-1.6	-31.2	-14.5	-22.5	-2.8	-3.8	Cc1ccccc1NC(=O)C1CCc2nc(N3CCCCC3)ncc2C1 (stereo not drawn)
54	69.7*	5.2	1.7	6.8	-4.5	-0.8	-0.1	3.1	Cc1c(-c2ccc(C#N)cc2)oc2ccc(Br)cc2c1=O
55	-15.7	0.0	-1.3	1.1	-24.1	-6.4	-12.8	3.5	COc1ccc(NC(=O)CC(c2ccco2)n2cccc2)cc1OC (stereo not drawn)
56	8.3	15.6	0.5	3.3	17.1	9.7	14.4	1.1	CCCNC(=O)c1nnn(-c2ccccc2)c1C
57	-0.5	-8.3	-2.0	0.0	-9.6	-4.2	-7.5	-3.1	Cc1nc2ccccc2nc1OCC(=O)Nc1cccc(S(=O)(=O)N2CCOCC2)c1
58	-170.2	-48.8	-154.8	-141.4	i	-205.3	-235.7	-3.8	CN1CC2CN(C(=O)c3cccc(C#N)c3)CCN2Cc2ccccc21 (stereo not drawn)
59	-4.9	0.0	-2.6	-3.3	-1.9	-4.0	-8.7	-1.1	CC(=O)NC(Cc1ccccc1F)C(=O)NC1CCN(c2nnnn2-c2ccccc2)CC1 (stereo not drawn)
60	87.6*	38.7*	34.8*	41.3*	52.8*	72.9*	73.8*	54.0*	CC/C=C\C/C=C\C/C=C\CCCCCCCC(=O)O
61	-3.1	-7.5	-1.5	2.3	-6.5	-5.5	-22.2	14.8	CN(Cc1ccc(C(F)(F)F)cc1)C(=O)c1nc2n(n1)-c1ccccc1S(=O)(=O)N2

# Shown with two lines to a compound: part of the list above
# Results follow in this order: USP17 inh	USP8 block	UCHL1 inh	USP7 inh	USP30 inh	OTUD3 inh	USP28 block	USP10 inh
[47] CN1C(=O)[C@@H]2CN(C(=O)Nc3ccncc3)CCN2C(=O)[C@@H]1Cc1ccccc1
    6.9	5.3	-0.3	0.2	20.1	7.9	7.7	0.6
[48] c1ccc(C2CCN(c3ncnc4c3nc3n4CCCCC3)C2)cc1 (stereo not drawn)
    -8.9	-2.5	-3.5	-16.8	-10.5	-5.3	-3.4	0.0
[49] COc1cccc(C(=O)NCc2csc(-c3ccccc3)n2)c1
    -14.9	-53.8	-4.2	-5.7	-17.2	-17.6	-4.3	-0.6
[50] COCC(C)n1c(C)cc(C(=O)COC(=O)c2ccccc2Sc2ccc(C(F)(F)F)cc2[N+](=O)[O-])c1C (stereo not drawn)
    -8.2	-24.6	4.9	5.8	-35.4	-5.2	-25.5	-4.6
[51] O=C(NCCC1=CCCCC1)c1cnn2c3c(cnc12)CCCCCC3
    19.8	14.6	4.9	-0.7	37.8*	13.6	28.4	9.9
[52] c1ccc(-c2nnc3sc(CN4CCc5ccccc54)cn23)cc1
    10.5	7.8	2.4	-0.6	8.0	12.9	2.8	4.3
[53] Cc1ccccc1NC(=O)C1CCc2nc(N3CCCCC3)ncc2C1 (stereo not drawn)
    -3.0	4.8	-1.6	-31.2	-14.5	-22.5	-2.8	-3.8
[54] Cc1c(-c2ccc(C#N)cc2)oc2ccc(Br)cc2c1=O
    69.7*	5.2	1.7	6.8	-4.5	-0.8	-0.1	3.1
[55] COc1ccc(NC(=O)CC(c2ccco2)n2cccc2)cc1OC (stereo not drawn)
    -15.7	0.0	-1.3	1.1	-24.1	-6.4	-12.8	3.5
[56] CCCNC(=O)c1nnn(-c2ccccc2)c1C
    8.3	15.6	0.5	3.3	17.1	9.7	14.4	1.1
[57] Cc1nc2ccccc2nc1OCC(=O)Nc1cccc(S(=O)(=O)N2CCOCC2)c1
    -0.5	-8.3	-2.0	0.0	-9.6	-4.2	-7.5	-3.1
[58] CN1CC2CN(C(=O)c3cccc(C#N)c3)CCN2Cc2ccccc21 (stereo not drawn)
    -170.2	-48.8	-154.8	-141.4	i	-205.3	-235.7	-3.8
[59] CC(=O)NC(Cc1ccccc1F)C(=O)NC1CCN(c2nnnn2-c2ccccc2)CC1 (stereo not drawn)
    -4.9	0.0	-2.6	-3.3	-1.9	-4.0	-8.7	-1.1
[60] CC/C=C\C/C=C\C/C=C\CCCCCCCC(=O)O
    87.6*	38.7*	34.8*	41.3*	52.8*	72.9*	73.8*	54.0*
